Screens as filed in PubChem BioAssay.
A549 viability = kills or reduces viability of A549 cells in Nrf2 counter-screen; A549 ARE-Fluc cells, CellTiter-Fluor viability, 18-24 h; Potency, µM (highest dose often 46 µM), for the others: at the top dose activity change, negative = cytotoxicity, usual class: inhibitors; 390,000 compounds, 0.16% hits; AID 504648; also: potency is read from the fitted curve at half-maximal effect; % is scaled to controls: 0 for no effect and ±100 for the full control effect
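A549 ARE_Fluc cells in 5% FBS OPTI-MEM were exposed to compounds in concentration-response for 18-24 h at 37 deg C. Viability was read by CellTiter-Fluor fluorescence (Ex 405/Em 525) after 30 min, before the luciferase read.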
TGFb SMAD3 inh = TGF-b pathway inhibition | Potency, µM (series often up to 46.1 µM), inactives show top-dose activity, negative = inhibition, actives largely listed as inhibitors | 410,000 compounds, 1.2% hits | AID 588855 | HepG2 CAGA-GFP TGF-b/SMAD3 reporter, GFP fluorescence, 18 h; TGF-beta stimulated, 500 pg/mL final; also: potency is read from the fitted curve at half-maximal effect; % is scaled to controls: 0 for no effect and ±100 for the full control effect; nearly all actives have a fitted effect of over 65% in size
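First, reporter cells (HEPG2 CAGA-GFP) rested 2 h at 37 degrees C. Next, compounds were pinned in and TGF-beta added to 500 pg/mL final. After 18 h, GFP was imaged per cell and summed per well.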
pAkt inh = inhibitors of Akt phosphorylation. 360,000 compounds, 0.32% hits. AID 651550. Neuro2A IGF-stimulated pAkt S473 HTRF, 20 min; active compounds read low. activity change, % for hits at 50 µM; in the data active = activity change below about -80%; inconclusive = mostly about -51% to -80%; also: % is scaled to controls: 0 for no effect and ±100 for the full control effect
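Single-point screen (50 µM final compound) in Neuro2A cells stimulated 20 min with 6 nM IGF at 37 deg C. After lysis, Ser473-phosphorylated Akt read by HTRF (ex 330 nm, em 615/665 nm) as the 665/615 ratio.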
MmCpn inh = blocks the Methanococcus maripaludis chaperonin Mm-Cpn; purified Mm-Cpn ATPase, ADP Transcreener TR-FRET; Potency, µM (highest dose often 76.9 µM), inactives show top-dose activity, negative = inhibition, hits mostly inhibitors; 330,000 compounds, 0.031% hits; AID 504842; also: potency is read from the fitted curve at half-maximal effect; % is scaled to controls: 0 for no effect and ±100 for the full control effect; nearly all actives have a fitted effect of over 80% in size
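Compound-treated chaperonin, 25 nM final, turns over 10 uM ATP at 37°C for 30 min following a 10 min preincubation; ADP generated competes with ADP-d2 for Eu-cryptate antibody, lowering FRET.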
CCT modulator = cytosolic chaperonin activity modulation; purified chaperonin ATPase assay, HTRF ADP detection, 30 min; activity change, % (test concentration not listed), hits read low; 360,000 compounds, 0.3% hits; in the data active = activity change below about -30%; also: % is scaled to controls: 0 for no effect and ±100 for the full control effect
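Enzyme 40 or 20 nM (batch-dependent) in Tris pH 7.4/KCl/MgCl2/DTT; cpd 76 uM single point; ATP 10 uM; 30 min 37 °C; Transcreener ADP HTRF detection, 30 min RT; ratio 665/615.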
EPAC2 ag = agonists of human EPAC2 (RAPGEF4); 360,000 compounds, 0.079% hits; Potency, µM (titrated, usually from 154 µM), without a hit: top-dose activation, usual class: activators; AID 720711; Q8WZA2; EPAC2 activation, biochemical qHTS; response scale: 100% = 6.5 mM cAMP response; also: potency is read from the fitted curve at half-maximal effect; nearly all actives have a fitted effect of over 50% in size
Target sequence (Q8WZA2 whole entry, looked up): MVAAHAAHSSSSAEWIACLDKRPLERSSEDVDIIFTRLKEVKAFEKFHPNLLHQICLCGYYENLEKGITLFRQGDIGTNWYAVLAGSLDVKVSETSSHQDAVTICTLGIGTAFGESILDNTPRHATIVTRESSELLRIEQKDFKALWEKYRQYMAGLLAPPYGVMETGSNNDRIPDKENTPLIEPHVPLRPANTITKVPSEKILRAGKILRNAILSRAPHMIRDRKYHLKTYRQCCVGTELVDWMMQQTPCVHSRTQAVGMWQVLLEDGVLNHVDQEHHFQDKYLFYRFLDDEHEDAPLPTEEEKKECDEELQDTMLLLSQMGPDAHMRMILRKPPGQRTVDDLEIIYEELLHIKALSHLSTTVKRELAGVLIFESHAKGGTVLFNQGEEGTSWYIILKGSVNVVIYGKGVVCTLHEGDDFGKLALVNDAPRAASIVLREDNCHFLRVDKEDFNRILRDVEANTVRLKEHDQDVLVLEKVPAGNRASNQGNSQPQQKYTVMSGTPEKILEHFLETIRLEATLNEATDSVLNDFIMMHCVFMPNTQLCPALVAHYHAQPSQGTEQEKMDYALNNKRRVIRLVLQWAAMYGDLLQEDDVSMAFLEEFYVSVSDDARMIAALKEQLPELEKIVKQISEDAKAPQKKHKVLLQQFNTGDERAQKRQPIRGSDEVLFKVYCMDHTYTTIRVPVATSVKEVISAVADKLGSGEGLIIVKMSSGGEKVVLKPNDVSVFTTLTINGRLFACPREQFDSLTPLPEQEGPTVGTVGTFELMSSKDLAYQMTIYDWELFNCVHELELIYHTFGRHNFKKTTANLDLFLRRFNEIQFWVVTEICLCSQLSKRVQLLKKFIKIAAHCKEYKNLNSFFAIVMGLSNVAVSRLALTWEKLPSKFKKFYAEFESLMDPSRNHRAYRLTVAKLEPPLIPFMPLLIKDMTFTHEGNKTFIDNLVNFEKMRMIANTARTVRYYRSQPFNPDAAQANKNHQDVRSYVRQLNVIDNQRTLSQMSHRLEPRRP
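EPAC2 (100 nM) mixed with Rap1B loaded with BODIPY-GDP (250 nM) plus 50 uM unlabeled GDP; compounds pinned in, 5 min RT, then read every 5 min for 30 min (ex 480, em 540 nm). Normalized to cAMP control.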
EPAC2 antag = EPAC2 (human) antagonism; Q8WZA2; EPAC2 GEF exchange of Rap1B-BODIPY-GDP, fluorescence; Potency, µM (titrated, usually from 114 µM), for the others: at the highest dose activity, negative = inhibition, usual class: inhibitors; 360,000 compounds, 0.18% hits; also: potency is read from the fitted curve at half-maximal effect; % is scaled to controls: 0 for no effect and ±100 for the full control effect; nearly all actives have a fitted effect of over 45% in size; many of its hits are not listed in these tables
Nrf2 inh = Nrf2 pathway inhibition | A549 ARE-Fluc reporter, luciferase luminescence, 18-24 h | Potency, µM (top dose mostly 46 µM), without a hit: at the top dose activity change, negative = inhibition, hits mostly inhibitors | 360,000 compounds, 2.1% hits; also: potency is read from the fitted curve at half-maximal effect; % is scaled to controls: 0 for no effect and ±100 for the full control effect; nearly all actives have a fitted effect of over 60% in size
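Nrf2 function is reported as luminescence of an ARE-controlled luciferase in A549 cells. Compounds were tested at several concentrations, and a CellTiter-Fluor read on the same wells flagged cytotoxicity.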
Nrf2 activator = activators of Nrf2 (ARE) signaling | AREc32 ARE-luciferase reporter (MCF7-derived line), luminescence, 24 h | Potency, µM (series often up to 46.1 µM), for inactives: top-dose activation, hits mostly activators | 410,000 compounds, 0.31% hits | AID 624171; also: potency is read from the fitted curve at half-maximal effect; % of control where 0% means no effect; nearly all actives have a fitted effect of over 65% in size
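AREc32_Fluc, 1000 cells/well, OPTI-MEM + 5% FBS, o/n 37 deg C 5% CO2; 23 nL cpd by pin tool, 24 hr; Steady-Glo 30 min RT, luminescence.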
Active calls of the source: *; i = inactive; ? = inconclusive; . = no result given; & = joins results of further samples; [ ] = dose if it differs, or a comment. Unless noted, calls follow the shape of the dose curve; as a rule, active = well fitted curve in the direction sought with a large enough effect; inconclusive = small, poorly fitted or top-dose-only effect, or another doubt; inactive = no such curve, though single readings can be large; an effect the other way counts as inactive or inconclusive. These rows are one share of the data; count on the stated rates, not on these rows.

SMILES | A549 viability | TGFb SMAD3 inh | pAkt inh | MmCpn inh | CCT modulator | EPAC2 ag | EPAC2 antag | Nrf2 inh | Nrf2 activator
O=C(Cn1nnc(-c2ccccc2F)n1)NCCc1ccccc1 | -7% | -1% | i | 2% | -2.5 | 0% | 7% | 6% | -0.1%
COc1ccc(S(=O)(=O)N2CCCC2CNC(=O)C(=O)NC2CCCC2)cc1 (stereo not drawn) | . | -1% | i | . | -0.9 | -1% | 2% | . | -1.3%
Cc1onc(-c2c(Cl)cccc2Cl)c1C(=O)NCC1CCCO1 (stereo not drawn) | 2% | -2% | i | 0% | 0.7 | 9% | 6% | 11% | 0.5%
COc1ccc2c(c1)c(=O)c(S(=O)(=O)c1ccccc1)cn2CC(=O)Nc1ccc(C)c(Cl)c1 | -4% | ? | . | . | . | . | . | 2% | -0.7%
CCc1ccccc1NC(=S)N(CCN(C)C)Cc1cccs1 | 2% | 1% | i | -2% | 0.5 | 3% | 12% | ? | -0.6%
CC(=O)N1C[C@H]2CON(C)[C@H]2C[C@H]1c1cccc(N2CCOCC2)c1 | . | 2% | i | . | 0.8 | 11% | 4% | . | 1.6%
O=C(NC1CC1)C1=C[C@H](c2coc3ccccc3c2=O)C[C@H](OCc2ccc(CO)cc2)O1 | -3% | ? | i | . | 1.5 | 5% | -1% | 4% | 11%
CS(=O)(=O)N(CCc1ccccc1)CC(=O)NCc1ccccc1Cl | -1% | 2% | i | -1% | 0.3 | 1% | -16% | -7% | 0.6%
CC(=O)Nc1cccc(NC(=O)CSc2nnc3ccc(-c4cccnc4)nn23)c1 | 9% | 12% | i | 0% | 1.1 | 12% | 4% | 7% | 0.0%
Cc1ccc(-n2ncc3c2CC(C)(C)CC3NC(=O)c2c(C)noc2C)cc1 (stereo not drawn) | 5% | 29% | i | 4% | 0.5 | 10% | -3% | -3% | -0.1%
Cc1ccccc1Oc1ccc2c(c1)[C@@H]1C[C@H](N(C)C(=O)c3ccc(C#N)cc3)[C@H]([C@H](C)O)C(=O)N1CC2 | -17% | ? | i | . | -4.5 | 8% | -3% | ? | 5.3%
O=C(c1ccc(Cl)cc1)N1CCN(C(=O)C2CCCCC2)CC1 | 0% | 0% | i | -9% | 0.6 | -7% | 0% | -4% | -0.5%
Cc1ccc(N2CC(C(=O)Nc3ccc(S(=O)(=O)Nc4nccs4)cc3)CC2=O)cc1C (stereo not drawn) | 5% | -17% | i | 1% | 1.6 | -3% | -14% | -2% | 0.2%
Cc1ccc(NC(=S)NCCc2ccc(Cl)cc2)c(C)c1 | 8% | ? | i | -2% | 2.7 | 18% | 5% | -8% | -0.1%
CN(C(=O)CSc1nnc(-c2ccccc2F)o1)C1CCCCC1 | 2% | 5% | . | . | . | . | . | 26% | 3.5%
COc1ccc(C(=O)C2CCN(C(=O)c3ccc(F)cc3)CC2)cc1 | 0% | 0% | i | 3% | 0.0 | 1% | 0% | ? | -0.9%
CC(C)c1ccc(NC(=O)CCS(=O)(=O)c2ccc(Br)s2)cc1 | -2% | ? | . | . | . | . | . | 26µM* | 5.9%
NCC/C=C1/c2ccccc2CSc2ccccc21 | -19% | ? | i | 1% | -1.4 | 4% | -5% | 1% | 4.8%
CCOCCCNCc1ccc(OCCC(C)C)c(OC)c1 | 3% | 4% | i | -1% | -1.5 | 13% | -4% | 1% | 0.2%
O=C(NC1=NCCS1)c1ccc(C(F)(F)F)cc1 | 2% | 4% | i | 0% | -1.6 | 5% | -2% | ? | 2.4%

2 records picked at random from those above, as already listed:
SMILES | A549 viability | TGFb SMAD3 inh | pAkt inh | MmCpn inh | CCT modulator | EPAC2 ag | EPAC2 antag | Nrf2 inh | Nrf2 activator
COc1ccc(S(=O)(=O)N2CCCC2CNC(=O)C(=O)NC2CCCC2)cc1 (stereo not drawn) | . | -1% | i | . | -0.9 | -1% | 2% | . | -1.3%
CN(C(=O)CSc1nnc(-c2ccccc2F)o1)C1CCCCC1 | 2% | 5% | . | . | . | . | . | 26% | 3.5%

Following part
SMILES | A549 viability | TGFb SMAD3 inh | pAkt inh | MmCpn inh | CCT modulator | EPAC2 ag | EPAC2 antag | Nrf2 inh | Nrf2 activator
CC(=O)c1ccc(N2CCN(S(=O)(=O)c3ccc(-c4cnc(C5CC5)o4)cc3)CC2)cc1 | ? | ? | i | -6% | -3.4 | 1% | -6% | ? | -0.3%&-1.0%
C=C(C)COc1ccc(-c2[nH]ncc2Oc2ccc(OC)cc2)c(O)c1 | -5% | ? | i | -1% | -2.0 | -7% | ? | 3% | 2.7%
CC1CCN(S(=O)(=O)c2ccc(NC(=O)CN3C(=O)NC(C)(c4ccccc4)C3=O)cc2)CC1 (stereo not drawn) | -6% | -20% | i | -2% | -0.8 | 9% | -16% | ? | 0.5%
O=C(c1ccco1)N1CCN(Cc2ccccc2F)CC1 | -2% | 8% | i | -7% | -0.6 | 1% | 3% | 7% | 0.0%
COc1ccc(NC(=O)Cn2cnc3ccccc3c2=O)cc1OC | 0% | 10% | i | -2% | -0.1 | 5% | -1% | -4% | 0.5%
Cc1cc(SCC(=O)Nc2nsc(-c3ccc(C(C)(C)C)cc3)n2)nc2ccccc12 | ? | ? | . | . | . | . | . | ? | -0.2%
CC(C)(C)c1ccc(C(=O)O/N=C(\N)Cc2cccs2)cc1 | . | -3% | i | . | -0.4 | 9% | 3% | . | 11%
Cc1ccc2oc(-c3ccco3)cc(=O)c2c1 | 1% | -8% | i | 0% | -0.6 | -10% | 2% | ? | ?
COc1ccc(S(=O)(=O)N(C)CC(=O)N2CCN(c3ccc(F)cc3)CC2)cc1OC | 1% | -1% | i | 0% | -1.4 | -9% | -1% | . | -0.5%
O=C(c1cc2cc(Cl)ccc2oc1=O)N1CCCCCCC1 | 1% | 9% | i | -13% | -0.9 | 0% | 1% | 21% | 0.1%
CCOC(=O)c1ccc2nc(C)c3c(c2c1)OC(C)C3 (stereo not drawn) | -2% | 12% | i | -3% | 1.7 | 5% | 15%[57.1 µM] | -9% | -0.1%
Cc1oc(-c2cccc(F)c2)nc1CN1CCCN(C(=O)c2ccco2)CC1 | -6% | -12% | i | 0% | -0.5 | -1% | -2% | ? | 6.9%
CC1CCCCN1CC(=O)Nc1ccc(Oc2ccccc2)cc1 (stereo not drawn) | 10% | -9% | i | 1% | 0.5 | 10% | -6% | -24% | 0.1%
Cc1cc(C)c(-n2c(SCc3nc4ccccc4s3)n[nH]c2=O)c(C)c1 | -21% | ? | i | 1% | 1.0 | 12% | -23% | 16µM* | -0.3%
CC(C)C(C(=O)Nc1ccc(S(=O)(=O)N2CCOCC2)cc1)N1C(=O)c2ccccc2C1=O (stereo not drawn) | 13% | 1% | i | 3% | 1.6 | 19% | 4% | 1% | -0.2%
COc1ccc(-c2n[nH]c(=S)n2-c2ccc3c(c2)OCCO3)cc1OC | 1% | 5% | i | -19% | -4.0 | 2% | 0% | -20% | 7.0%
CCCCCC(=O)N1CCCC(c2nc(-c3ccc(OC)cc3)no2)C1 (stereo not drawn) | -23% | -18% | i | 2% | -0.2 | 11% | 1% | ? | -0.3%
O=C(COC(=O)c1ccc2c(=O)n3c(nc2c1)CCC3)Nc1ccc(OC(F)F)cc1 | 0% | -4% | i | 0% | 3.7 | -3% | -23% | 7% | -0.6%
Fc1cccc(NC(=S)N2CCCC2)c1 | 2% | 9% | i | 1% | -3.8 | 11% | 24% | -13% | -0.5%
Cc1ccc(-c2noc(CN(C(=O)C(c3ccccc3)c3ccccc3)C(C)C)n2)cc1 | 0% | 0% | i | 2% | -1.4 | 1% | -6%[57.1 µM] | ? | -0.1%
COc1ccc(Cc2nnc(N/N=C/c3ccc(N(C)C)cc3)[nH]c2=O)cc1OC | -9% | 0% | i | -5% | -0.5 | -6% | -5% | 1% | -0.2%
COc1ccc(/C=N/NC(=O)Cn2c(Cc3ccc(OC)c(OC)c3)nc3ccccc32)cc1OC | -4% | 0% | i | 2% | -0.3 | -1% | 2% | 12% | -0.1%
O=C(CC(=O)c1ccncc1)c1ccccc1 | -2% | ? | i | . | 0.1 | -4% | 1% | -9% | ?
COc1ccc(C(=O)OC(C)C(=O)NC2CCCCC2C)cc1S(=O)(=O)N1CCOCC1 (stereo not drawn) | -5% | -22% | i | 1% | 0.4 | 7% | 11% | -3% | -0.5%
Cc1ccc(/C=C/C(=O)NC2CCCCCCC2)o1 | -3% | ? | i | -1% | -1.4 | -11% | -13% | ? | ?
Cc1ccc2nc(N(CCCN(C)C)C(=O)c3cc4ccccc4oc3=O)sc2c1 | -6% | -1% | i | -1% | -10.0 | -1% | 4% | -27% | -0.6%
O=C(/C=C/c1c(Cl)nc2ccccn12)Nc1ccc(F)cc1 | -1% | 3% | i | -1% | -2.3 | 3% | -15% | -19% | 5.9%

Full records from above. Values in the order: A549 viability	TGFb SMAD3 inh	pAkt inh	MmCpn inh	CCT modulator	EPAC2 ag	EPAC2 antag	Nrf2 inh	Nrf2 activator
Listed for O=C(CC(=O)c1ccncc1)c1ccccc1 : -2%	?	i	.	0.1	-4%	1%	-9%	?
Listed for O=C(/C=C/c1c(Cl)nc2ccccn12)Nc1ccc(F)cc1 : -1%	3%	i	-1%	-2.3	3%	-15%	-19%	5.9%
Listed for Cc1ccc2nc(N(CCCN(C)C)C(=O)c3cc4ccccc4oc3=O)sc2c1 : -6%	-1%	i	-1%	-10.0	-1%	4%	-27%	-0.6%
Listed for COc1ccc(Cc2nnc(N/N=C/c3ccc(N(C)C)cc3)[nH]c2=O)cc1OC : -9%	0%	i	-5%	-0.5	-6%	-5%	1%	-0.2%
